Screening results: PubChem BioAssay, several laboratories
SRC2 TRFRET art – flags TR-FRET format artefacts in PPARgamma SRC-2 recruitment agonist screen. 0.4% of 200,000 active. TR-FRET artefact counter-screen; active compounds read high. AID 1049. TR-FRET ratio at 8 µM; in the data active = TR-FRET ratio above about 2000; note: inactives centre near 1500; reference of the scale not given here
PPARg SRC2 recr – PPARgamma-driven SRC-2 recruitment agonism. PPARgamma LBD-SRC-2 recruitment, biochemical. 0.34% of 200,000 active. activation, % at 8 µM; in the data active = activation above about 22%;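 note: 0% = vehicle and 100% = reference agonist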
Target sequence (P37231 whole entry, looked up, the tested form may be a part): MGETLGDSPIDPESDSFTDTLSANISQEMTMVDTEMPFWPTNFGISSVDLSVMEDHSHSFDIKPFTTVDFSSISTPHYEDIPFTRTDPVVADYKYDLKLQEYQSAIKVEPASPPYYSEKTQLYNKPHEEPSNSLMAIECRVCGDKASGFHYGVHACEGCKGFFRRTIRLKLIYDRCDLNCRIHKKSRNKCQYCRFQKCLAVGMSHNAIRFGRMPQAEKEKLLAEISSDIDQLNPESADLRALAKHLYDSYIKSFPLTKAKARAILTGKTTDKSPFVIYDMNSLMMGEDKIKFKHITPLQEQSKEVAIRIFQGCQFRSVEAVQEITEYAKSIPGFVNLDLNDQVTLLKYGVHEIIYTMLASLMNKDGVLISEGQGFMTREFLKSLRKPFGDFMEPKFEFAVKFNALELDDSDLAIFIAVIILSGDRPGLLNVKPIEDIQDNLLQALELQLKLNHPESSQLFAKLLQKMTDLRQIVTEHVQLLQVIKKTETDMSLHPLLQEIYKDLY
TLR4 MyD88 comp – blocks binding of human TLR4 to MyD88; HeLa CL3-4 TLR4/MyD88 BLA complementation, FRET ratio; 0.18% of 200,000 active; inhibition, % at 8.4 µM; O00206+Q99836; in the data active = inhibition above about 25%;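 note: 0% = vehicle and 100% = reference inhibitor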
Redox H2O2 prof – compounds producing H2O2 with reducing agent – biochemical, NIH compound library profiling, artefact control for MLSCN library redox annotation, primary screen; activation, % at 10 µM; 0.03% of 200,000 active; DTT-dependent redox cycling H2O2, phenol red/HRP absorbance; 100% = 100 µM peroxide control, 0% = buffer; AID 878;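 active = activation of at least 50% relative to the plate's high and low controls in the primary single-dose screen; inactive = activation below 50%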;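 note: compound incubated with DTT at 0.8 mM final as the reducing agent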
bIAP inhibitor – intestinal alkaline phosphatase (bovine) inhibition. inhibition, % at 20 µM. AID 1019. 190,000 tested, under 10 active. purified bovine IAP, CDP-star luminescence, 30 min;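 active = over 50% inhibition of intestinal alkaline phosphatase at 20 µM in the single-dose screen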
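Incubation: 30 min reaction at room temperature / Material: purified bovine intestinal alkaline phosphatase (IAP) enzyme / Input: enzyme at 1/65,000,000 dilution / Dosing: 20 µM single dose / Signal: CDP-star luminescence signal / Reagent: CDP-star chemiluminescent phosphatase substrate, 30 µM final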
PPARg SRC1 recr – agonists of human PPARgamma SRC-1 coactivator recruitment | P37231 | PPARgamma-SRC-1 coactivator recruitment biochemical assay | activation, % at 8 µM | 0.41% of 200,000 active | AID 631; in the data active = activation above about 19%;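 note: 0% = DMSO and 100% = reference agonist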
S1P3 antag – S1P3 (human) receptor antagonism; Q99500; inhibition, % at 4.98 µM; 0.27% of 170,000 active; CHO S1P3 NFAT-BLA reporter, FRET fluorescence, antagonist mode;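 active = inhibition above the plate cutoff, the mean inhibition of test wells on that plate plus 3 SD, cut at about 28% in these data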;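 note: cells challenged with S1P at its EC80 of 0.8 µM; blue over green emission ratio from cleaved BLA substrate after 4 h stimulation; 0% = S1P-stimulated wells and 100% = unstimulated DMSO-only wells; some compounds past the cut are filed as inactive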
Target sequence (Q99500 whole entry, looked up): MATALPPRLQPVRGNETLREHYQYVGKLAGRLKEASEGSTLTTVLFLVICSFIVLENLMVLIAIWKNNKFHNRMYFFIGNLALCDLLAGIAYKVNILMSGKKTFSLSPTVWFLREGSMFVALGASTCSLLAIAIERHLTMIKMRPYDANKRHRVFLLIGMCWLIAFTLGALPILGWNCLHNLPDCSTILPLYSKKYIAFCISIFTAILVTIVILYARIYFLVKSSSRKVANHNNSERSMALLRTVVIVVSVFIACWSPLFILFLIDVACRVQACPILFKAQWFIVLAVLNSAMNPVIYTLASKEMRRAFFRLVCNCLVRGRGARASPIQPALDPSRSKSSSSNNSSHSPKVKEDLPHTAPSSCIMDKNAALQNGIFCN
ROMK mod – modulates human ROMK potassium channel activity; B-score at 10 µM; 2% of 130,000 active; Tet-inducible ROMK, thallium flux fluorescence; actives lie on both sides; P48048;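 active = signal ratio slope over the read window, or its plate-corrected B-score, at least 3 SD from the plate mean, either direction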;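 note: B-score of the F/F0 ratio slope over 7 to 12 s after thallium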
Lmaj promast – inhibitors of Leishmania major promastigote growth | 9% of 200,000 active | AID 1063 | inhibition, % at 10 µM | Leishmania major promastigotes, resazurin fluorescence viability; in the data active = inhibition above about 50%;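 note: promastigotes grown with compound for 44 hours at 28 °C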
bIAP activator – increases bovine intestinal alkaline phosphatase activity. purified bovine IAP, CDP-star luminescence, 30 min; active compounds read high; fold of DMSO-control signal, blank-subtracted. activation factor at 20 µM. 0.17% of 200,000 active;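 active = activation factor of 2 or more at 20 µM, a signal rise over negative controls twice the positive control's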
PPARg SRC3 recr – agonists of human PPARgamma SRC-3 coactivator recruitment. 0.26% of 200,000 active. activation, % at 8 µM. biochemical PPARgamma/SRC-3 coactivator recruitment assay. P37231; in the data active = activation above about 23%;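 note: 0% = DMSO and 100% = reference agonist; some compounds past the cut are filed as inactive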
Numbers without * were called inactive; nt = no result given. This is a random part of the collection, and some 11% of all compounds hit somewhere here.

SMILES	SRC2 TRFRET art	PPARg SRC2 recr	TLR4 MyD88 comp	Redox H2O2 prof	bIAP inhibitor	PPARg SRC1 recr	S1P3 antag	ROMK mod	Lmaj promast	bIAP activator	PPARg SRC3 recr
Cc1c(OCc2ccc([N+](=O)[O-])cc2)ccc2c3c(c(=O)oc12)CCC3	1497	4	-6	0.3	16	6	-10	-0.15	0	0.8	-2
CCOc1ccc(/C=N/NC(=O)c2c(-c3ccccc3)noc2C)cc1	1670	7	7	-0.3	5	1	2	-0.38	13	0.9	-1
O=C(CCS(=O)(=O)c1ccccc1)Nc1ccc(-c2nc3ccccc3s2)cc1	1609	16	-1	0.8	44	12	1	nt	-1	0.6	7
Cc1ccccc1CN1C[C@@H]2C[C@@H](c3cn[nH]c3-c3ccc(F)cc3)N3CCC[C@@]23C1=O	1510	2	-11	0.0	-16	2	-5	-0.58	19	1.2	-5
Cc1cc(NC(=O)c2ccc(F)cc2)n(CCOC(=O)c2ccc(F)cc2)n1	1617	2	-3	0.5	48	4	-1	nt	-2	0.5	-8
CCCCCNCc1ccc(Br)cc1	1702	4	5	-3.6	7	3	nt	-0.66	87*	0.9	5
N=C1C(c2ccc(Br)cc2)=C(O)C2CCc3ccccc3N12 (stereo not given)	1461	11	1	2.7	8	7	-21	nt	-1	0.9	3
NC(=O)N/N=C/c1ccc(OCc2cccc(Cl)c2)cc1	1552	-2	4	1.0	20	-4	7	0.82	-5	0.8	4
NC(=O)C(=O)N/N=C1\CCc2ccccc21	1509	5	-2	-1.1	-1	1	-9	0.043	-3	1	-6
O=C(N/N=C/c1ccncc1)c1cccc(NC(=O)c2ccc(Cl)cc2)c1	1601	7	15	-0.2	40	5	-11	0.76	-11	0.6	6
O=C(N/N=C/c1ccc(Sc2nc3ccccc3s2)c([N+](=O)[O-])c1)c1ccccn1	1708	7	-9	1.3	7	5	nt	nt	-4	0.9	3
C=C(C)Cn1c(C(C)NC(=O)CCC)nc2ccccc21 (stereo not given)	1400	1	6	-2.4	-6	-3	nt	nt	-8	1.1	-6
CCOC(=O)c1ccc(N2C(=O)CC(Nc3ccc(CCO)cc3)C2=O)cc1 (stereo not given)	1581	-2	-6	3.9	-2	-2	nt	nt	-4	1	1
FC(F)(F)c1ccc(Cl)c(N/N=C/c2ccc(N3CCOCC3)s2)c1	1574	4	-10	-0.1	-1	7	-1	0.34	98*	1	4
CC(=O)Nc1cccc(-c2csc(Nc3ccc(Cl)cn3)n2)c1	1384	3	7	0.3	-14	-1	-16	nt	40	1.1	2
O=C(CSc1ncn[nH]1)NCCCc1ccccc1	1445	4	1	-1.0	9	7	7	nt	-5	0.9	1
Cc1cccc(-n2c(C)n[nH]c2=S)c1	1544	3	-2	1.6	4	-5	nt	nt	-6	1	6
CC1Cc2ccccc2N1Cc1nc2scc(-c3cccs3)c2c(=O)[nH]1 (stereo not given)	1702	4	-6	-1.0	15	0	nt	nt	1	0.9	-3
COc1cc2c(C(=O)NC3CCCCCC3)cn(C)c(=O)c2cc1OC	1500	10	-2	-0.2	-11	3	16	nt	-2	1.1	-6
OC(CNCc1ccco1)Cn1c2ccc(Br)cc2c2cc(Br)ccc21 (stereo not given)	1559	4	-5	0.5	13	3	nt	0.096	10	0.9	2
COc1ccc(N2CCN(C(c3cccs3)C(C)NS(C)(=O)=O)CC2)cc1 (stereo not given)	1611	5	8	-1.8	9	12	4	-0.49	-7	0.9	5
O=[N+]([O-])c1cc(C(F)(F)F)ccc1NCCc1c[nH]c2ccc(O)cc12	1796	9	2	-4.0	32	8	nt	nt	3	0.7	-2
COC(=O)CN(c1nc(C)cc(OC)n1)S(=O)(=O)c1ccc(C)cc1	1533	-1	-3	-2.1	10	-9	-20	nt	1	0.9	-4
COc1ccc(CN2CCN(S(=O)(=O)c3ccccc3)CC2)cc1Br	1618	11	8	0.3	3	2	nt	0.35	75*	1	11
Cc1nn(CC#N)c(=O)n1-c1ccc(F)cc1	1536	-4	-2	0.3	4	-2	nt	0.61	-2	1	-1
SMILES	SRC2 TRFRET art	PPARg SRC2 recr	TLR4 MyD88 comp	Redox H2O2 prof	bIAP inhibitor	PPARg SRC1 recr	S1P3 antag	ROMK mod	Lmaj promast	bIAP activator	PPARg SRC3 recr
Nc1cc(=O)[nH]c(SCc2nc3ccccc3n2Cc2ccccc2)n1	1311	5	0	0.2	-57	-3	2	0.95	18	1.6	-6
Cc1nc2ncnn2c(C)c1CCC(=O)N1CCN(c2ccccn2)CC1	1516	-1	16	-2.9	10	4	-18	nt	1	0.9	-5
Clc1ccc2nc(CSc3nnc4ccccn34)cn2c1	1581	17	2	0.1	4	6	nt	nt	-2	1	10
Cc1nc2ncnn2c(N2CCCC(C(=O)Nc3ccccc3Br)C2)c1C (stereo not given)	1707	9	10	0.0	-4	8	-15	-1.4	14	1	2
CCOc1ccccc1C(=O)Nc1nnc(SCC(=O)Nc2cc(C)on2)s1	1629	10	8	-0.6	-7	1	-10	-0.011	-10	1.1	5
Cc1ccccc1C(C(=O)NC1CCCCC1)N(C(=O)c1ccccn1)c1cccnc1 (stereo not given)	1638	0	-20	-1.2	0	4	2	0.19	-2	1	0
COc1ccc(NS(=O)(=O)c2ccc(SC)cc2)c(OC)c1	1735	4	-1	0.1	25	7	nt	-0.096	-3	0.8	4
COc1ccc(C(=O)NNC(=O)c2cc(C)[nH]n2)cc1	1475	-2	-9	-0.1	-39	-7	-18	-0.029	-2	1.4	0
S=C(NCCc1ccccc1)Nc1ccc(Cl)cc1Cl	1499	6	1	-5.2	34	-5	nt	-1.3	8	0.7	9
O=C(NCc1ccccc1F)C1CCN(C(=O)NCc2ccccc2)CC1	1532	-9	0	1.6	0	0	68*	-0.069	3	1	-2
COc1ccccc1CNC(=O)CSc1ccc(-c2cccc([N+](=O)[O-])c2)nn1	1487	4	-1	-0.1	0	-1	1	-0.11	45	1	4
CCOC(=O)N1CCN(C(=O)CSc2nnc(Cc3cccn3C)n2CCc2ccccc2)CC1	1599	1	-4	0.5	-12	6	-2	nt	-8	1.1	-1
O=C(NC(Cc1ccccc1)C(=O)O)/C(=C/c1ccc([N+](=O)[O-])cc1)NC(=O)c1ccccc1Br (stereo not given)	1620	16	-5	-0.8	-1	-4	7	nt	-2	1	1
COc1cc(OC)c(NC(=O)c2ccoc2C)cc1Cl	1615	-3	-17	2.1	20	-3	12	nt	11	0.8	-4
CCOC(=O)c1cc2c(ccc3ccccc32)oc1=O	1407	6	-9	-0.9	3	4	-12	-2.8	-1	1	8
COc1cc2nc(CSc3nc(-c4ccc(F)cc4)cs3)[nH]c(=O)c2cc1OC	1535	-3	-11	0.1	6	0	7	1.6	6	0.9	4
Cc1ccc(OCC(=O)Nc2cccc(S(=O)(=O)N3CCOCC3)c2)c([N+](=O)[O-])n1	1721	4	0	-1.0	-24	1	-1	0.019	24	1.2	5
CC(=O)Nc1ccc(S(=O)(=O)NCc2cn3c(C)csc3n2)cc1	1325	0	-3	2.1	0	-5	10	0.0083	-4	1	-4
c1ccc(-c2nnc(SCc3nnc(-c4cccs4)o3)o2)cc1	1569	6	18	0.0	20	13	nt	-1.2	-2	0.8	-1
CCc1ccc(OCC(=O)Nc2ccc(-c3cc4ccccc4oc3=O)c(OC)c2)cc1	1529	1	13	-0.3	-3	-3	10	nt	-5	1	-3
COc1ccc(C(=O)NNC(=O)c2cccc(F)c2)cc1	1651	1	13	0.2	-1	4	-3	nt	-8	1	-2
COc1ccc(CNC(=O)C2CCN(S(=O)(=O)c3ccc(-c4nn[nH]n4)cc3)CC2)cc1	1354	-13	-4	2.2	1	-4	4	0.34	-6	1	5
Cc1snc(SCC(=O)c2ccc(F)cc2)c1C#N	1634	2	-17	-0.1	15	2	4	-0.011	-1	0.8	-1
Cn1cccc1/C=N/NC(=O)c1sc2cc(Cl)ccc2c1Cl	1533	-1	-5	0.7	-5	-4	0	0.55	-6	1	-3
N#Cc1c(-c2ccc(F)cc2)ccnc1N1CCOCC1	1625	9	0	-0.9	4	4	-29	-0.01	-4	1	7
SMILES	SRC2 TRFRET art	PPARg SRC2 recr	TLR4 MyD88 comp	Redox H2O2 prof	bIAP inhibitor	PPARg SRC1 recr	S1P3 antag	ROMK mod	Lmaj promast	bIAP activator	PPARg SRC3 recr
O=C(NCC1CCCN(Cc2cccc(OCCO)c2)C1)c1ccc(F)cc1 (stereo not given)	1684	12	3	-1.6	5	13	-9	-0.034	-1	0.9	6
C#CCSc1cc(C(F)(F)F)nc(-c2ccccn2)n1	1507	-2	3	-1.8	-5	-3	-7	0.55	4	1	-3
CCOc1ccc2nc(NC(=O)CSc3nc4c(c(=O)n(C)c(=O)n4C)n3C(C)C)sc2c1	1492	6	14	-0.7	-5	-1	9	nt	14	1	-3
CCOC(=O)c1c(-c2cccc([N+](=O)[O-])c2)csc1N	1492	-5	1	0.0	1	2	15	nt	-5	1	2
CCCS(=O)(=O)NCCc1cc2c(C)ccc(C)c2[nH]c1=O	1635	-5	-6	-0.1	-33	-6	-4	-0.08	-4	1.3	-5
CC1CCN(S(=O)(=O)c2ccc(-c3nnc(SCc4cccnc4)o3)cc2)CC1	1751	4	-2	2.5	11	7	20	nt	-4	0.9	6
NS(=O)(=O)c1cc(C2(O)NC(=O)c3ccccc32)ccc1Cl (stereo not given)	1337	-4	-12	-0.5	6	4	2	nt	11	0.9	-3
COc1ccccc1NC(=S)N(Cc1ccccc1)Cc1ccccn1	1632	0	-7	-0.4	5	5	-10	0.49	2	0.9	3
Cn1cc(Cl)c(C(=O)N/N=C/c2ccc(OS(=O)(=O)c3ccccc3)cc2)n1	1375	9	11	0.7	22	-2	nt	-0.37	3	0.8	16
CCc1ccc(C(=O)COC(=O)CNC(=O)c2ccc(N3C(=O)c4ccccc4C3=O)cc2)cc1	1481	6	-2	2.2	7	3	nt	nt	-5	0.9	-2
CCOc1cc(N2CCCC2)ccc1[N+](=O)[O-]	1582	5	-13	0.4	22	3	0	-1.9	-2	0.8	1
O=C(CN1CCN(Cc2ccccc2)C1=O)NCCCN1CCOCC1	1422	0	15	-1.1	-12	3	nt	nt	-4	1.1	-1
Cc1cccc(N(CC(=O)NCc2ccc3c(c2)OCO3)C(=O)CCC(=O)Nc2ccccn2)c1	1585	3	-10	-0.1	-24	10	-50	nt	48	1.2	6
COc1ccc(C2NC(=O)NC(C)=C2C(=O)Nc2cccc(C)c2C)cc1 (stereo not given)	1653	-7	-2	-1.0	9	4	3	nt	-8	0.9	0
CCn1c(=N)c(S(=O)(=O)c2ccc(F)cc2)cc2c(=O)n3ccccc3nc21	1393	0	-14	2.0	4	-3	-5	0.0025	-8	1	-2
Cc1ccc(C(C)C)cc1C(=O)CC1(O)C(=O)N(C)c2ccccc21 (stereo not given)	1455	5	-1	2.0	7	1	-37	1.3	0	0.9	0

Some values from the results shown.
PPARg SRC3 recr result of Cc1ccc(C(C)C)cc1C(=O)CC1(O)C(=O)N(C)c2ccccc21 (stereo not given) = 0
PPARg SRC1 recr result of CCOC(=O)c1ccc(N2C(=O)CC(Nc3ccc(CCO)cc3)C2=O)cc1 (stereo not given) = -2
PPARg SRC1 recr result of Cn1cc(Cl)c(C(=O)N/N=C/c2ccc(OS(=O)(=O)c3ccccc3)cc2)n1 = -2
